Screening results deposited in PubChem by Southern Research Specialized Biocontainment Screening Center.
H37Rv inhibition: M. tuberculosis growth inhibition, HTS (AID 449762) | M. tuberculosis H37Rv growth inhibition, 7H9 media; higher % means a stronger effect | one-dose inhibition, % at 25 µM; IC50 in µM for titrated hits | 330,000 tested, 0.59% active; in the data active means a potency from the dose series; inconclusive means inhibition above about 70% without an active follow-up result;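 further: bacterial growth assessed after seven days of incubation; strong numbers were not always called active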
VEEV TC-83 Vero: inhibitors of VEEV TC-83 cytopathic effect, confirmation, Vero cells (AID 588727). Vero cells, VEEV TC-83 cytopathic effect inhibition; higher % means a stronger effect. one-dose inhibition, % at 20 µM; IC50 in µM for titrated hits. 350,000 tested, 0.13% active; in the data active means a potency from the dose series; inconclusive means inhibition mostly from about 14% at the one dose, without a potency; inactive means the rest, 99 in 100 with inhibition below about 12%; further: strong numbers were not always called active
M. tuberculosis: growth inhibition of non-replicating M. tuberculosis (AID 488890) | Mycobacterium tuberculosis non-replicating, growth inhibition; higher % means a stronger effect | 320,000 tested, 0.39% active | one-dose inhibition, % at 25 µM; IC50 in µM for titrated hits; in the data active means a potency from the dose series; inconclusive means inhibition mostly from about 82% at the one dose, without a potency; inactive means the rest, 99 in 100 with inhibition below about 76%;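 further: plate controls were DMSO cells for no effect and high antibiotic wells for full effect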
PhoP GFP inhibition: PhoP regulon inhibitors, Salmonella typhi PhoP promoter GFP reporter, confirmatory (AID 1850). Salmonella Typhi PhoP-promoter GFP reporter, fluorescence, 4 h; higher % means a stronger effect. inhibition, % at 50 µM; hits with a dose series show IC50 in µM. 310,000 tested, 0.33% active; in the data active means a potency from the dose series; inconclusive means inhibition mostly from about 25% at the one dose, without a potency; inactive means the rest, 99 in 100 with inhibition below about 19%;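 further: 0% = induced wells with vehicle and 100% = uninduced wells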
influenza NS1A: NS1A inhibition, H1N1 influenza, cell based functional assay (AID 504329); NS1A functional cell-based assay, percent inhibition; higher % means a stronger effect; 340,000 tested, 0.3% active; one-dose inhibition, % at 12.5 µM; IC50 in µM for titrated hits; in the data active means a potency from the dose series; inconclusive means inhibition above about 27% without an active follow-up result; further: strong numbers were not always called active
VEEV TC-83 Vero 10K pilot screen: recorded beside VEEV TC-83 Vero, whose call it bears; inhibition, %; measured here: 10K pilot screen inhibition
The depositor's hits bear a star; i = inactive; ? = inconclusive; nt = not tested or not shown; & = joins results of further samples.

SMILES	H37Rv inhibition	VEEV TC-83 Vero	M. tuberculosis	PhoP GFP inhibition	influenza NS1A	others
CN(C)c1nc(NCc2ccccc2)nc(SCC(=O)Nc2ccccc2Cl)n1	2%	8.3%	20%	-4%	5%
COc1ccc(N2C(=O)C(CC(=O)Nc3ccc(Cl)cc3)N(NC(=O)c3cccc(F)c3)C2=S)cc1 (configuration not stated)	-3%	1.0%	-5%	5%	-6%
CCOC(=O)C1=C(C)OC(N)=C(C#N)C1C1CCCCC1 (configuration not stated)	-3%	i	-4%	-2%	-6%
COc1ccc(C2C(C(=O)c3cccs3)=C(O)C(=O)N2CCN2CCOCC2)c(OC)c1 (configuration not stated)	0%	1.1%	-5%	3%	-8%
COc1ccc(CNCCc2ccccc2)cc1OCC(N)=O	2%	1.6%	20%	-6%	-3%
N#Cc1ccccc1NC(=O)Nc1cccc(Cl)c1	1%	1.3%	-2%	-4%	1%
O=C(CNC(=O)c1ccccc1F)OCC(=O)N1CCCCC1	0%	0.6%	-4%	-3%	-3%
COc1ccc(CCNc2oc(-c3ccc(C)cc3)nc2C#N)cc1OC	0%	0.6%	-1%	6%	9%
CN(CC(=O)NCc1cccs1)S(=O)(=O)c1cccc2cccnc12	-3%	1.6%	nt	-6%	-1%
NC(=O)C1CC(=O)N(c2ccc(OCC(=O)Nc3ccccc3F)cc2)C1 (configuration not stated)	-7%	2.5%	-1%	nt	2%
Cc1ccc(S(=O)(=O)N2CCN(C(=O)N3CCOCC3)CC2)c(C)c1	-1%	1.0%	-8%	6%	-17%
CS(=O)(=O)c1ccc(-c2cccc(NC(=O)COc3ccc(Cl)cc3)c2)nn1	10%	1.6%	14%	-28%	7%
CC1(C)CC(=O)C(C=NCCN2CCN(C(=O)CC3CCCC3)CC2)=C(O)C1	nt	1.1%	nt	nt	-7%
O=c1n(-c2ccccc2)c(=O)n2n1CCCC2	-1%	i	10%	-14%	-4%
CCCCN1C(=O)C(=O)NC[C@@H]1C(C)CC (some centres not stated)	-4%	0.4%	-4%	-12%	-3%
c1ccc2c(CSc3ncnc4nc[nH]c34)cccc2c1	5%	0.9%	66%	-6%	-2%
COc1ccc(/C=C/C(=O)NNc2c(F)c(F)cc(F)c2F)cc1OC	5%	i	14%	4%	-16%
O=C(O)c1ccccc1-c1ccccc1C(=O)NCc1ccccc1F	-2%	1.8%	8%	-2%	-22%
N#CCC(=O)N1CCN(C=O)CC1	8%	0.5%	-4%	6%	-4%
CCCCC(=O)Nc1cccc(NC(=O)CC)c1	-6%	1.6%	12%	2%	-6%
COc1ccc(CCN2CC(C(=O)NCc3nc(C)c(C)s3)CCC2=O)cc1 (configuration not stated)	-2%	7.1%	2%	-21%	9%
COc1ccc(-c2cc(=O)c3c(C)cc(O)cc3o2)cc1	nt	7.6%	nt	nt	1%
COc1ccccc1-c1nc2n(n1)C(c1ccc(Cl)cc1)C(C(N)=O)=C(C)N2 (configuration not stated)	1%	7.5%	6%	-4%	11%
CC(C)CN(CC(C)C)S(=O)(=O)N1CCC(C(=O)NCc2ccc(F)cc2)CC1	7%	i	7%	6%	-23%
CCOC(=O)c1cnc(SCC(=O)c2ccc(C)cc2)nc1N	4%	0.9%	73%	7%	7%
O=C(N=C1N=C2C=CC=CN2Cc2ccccc21)c1ccc(S(=O)(=O)N2CCOCC2)cc1	1%	3.9%	-2%	4%	0%
COc1ccc(CCn2c(N3CCOCC3)nc3c2c(=O)[nH]c(=O)n3C)cc1	-4%	i	10%	-4%	15%
Cc1cc(C)c2nc(NNC(=O)c3ccc(S(=O)(=O)N4CCCC(C)C4)cc3)sc2c1 (configuration not stated)	-8%	10%	-16%	-3%	15%
CCOc1ccccc1NC(=O)CN(C)S(=O)(=O)c1cnc[nH]1	1%	1.1%	-6%	-6%	-3%
CCN(CC)CCNC(=O)COc1ccc(OC)cc1	0%&-1%	0.1%&1.2%	-10%&-26%	4%&-5%	3%&12%
Cc1ccccc1NS(=O)(=O)c1ccc(C)c(C(N)=O)c1	2%	i	-3%	5%	-16%
CCc1cccc(CC)c1NC(=O)c1cc(CN2C(=O)c3ccccc3C2=O)ccc1OC	1%	2.8%	26%	-5%	3%
CCNC(=O)c1cccc(NC(=O)CC2SC(N3CCCCC3)=NC2=O)c1 (configuration not stated)	7%	1.6%	-2%	1%	1%
COc1c(C)cc(C(=O)C2CCCN(C3CCOCC3)C2)cc1C (configuration not stated)	-7%	0.2%	6%	0%	2%
CCOC(=O)CON1C(=O)C(=O)N(OCC(=O)OCC)C2CCCCC21 (configuration not stated)	-3%	2.1%	3%	10%	-11%
COc1ccccc1OCCC(=O)OCC(=O)c1[nH]c(C)c(C(C)=O)c1C	0%	i	14%	10%	1%
CCOc1cc(/C=C/C(=O)Nc2ccc(C(=O)NCCN(CC)CC)cc2)ccc1OCC(C)C	?	i	73%	-11%	1%
Cc1cc(C)c(S(=O)(=O)Nc2ccc(O)c(Sc3ncn[nH]3)c2)cc1C	-4%	i	12%	-12%	-5%
O=C1N=c2ccccc2=C/C1=C\c1c(O)[nH]c(=S)[nH]c1=O	-2%	0.3%	0%	-3%	-5%
CC(=O)Nc1ccc(S(=O)(=O)Nc2ccc(Cl)cn2)cc1	6%	0.2%	39%	0%	0%
CNS(=O)(=O)c1cccc(C(=O)OCC(=O)Nc2ccc(Cl)cn2)c1	-11%	3.3%	-18%	11%	-5%
O=C(NCCSCc1ccccc1)c1ccccc1	-19%	0.7%	51%	6%	1%
Cc1ccc2cccc(OCc3nnc(SCC(=O)O)n3C)c2n1	1%	i	-11%	-4%	5%
O=C(NCc1cccnc1)[C@@H]1CC=C[C@@H]2CCN(Cc3ccc(Cl)c(Cl)c3)C(=O)[C@@H]21	4%	0.7%	21%	-8%	14%
O=C(/C=C/Nc1ccccc1O)c1ccco1	?	i	2µM*	4%	2%
CCc1noc(C)c1C(=O)NNC(=O)c1ccc(Br)cc1	-6%	0.6%	-9%	0%	-1%
O=C(COc1ccccc1)N1CCN(C(=O)c2cccc(F)c2)CC1	-1%	i	-1%	-3%	-20%
O=C(CN1CCN(S(=O)(=O)c2ccc3c(c2)OCCO3)CC1)Nc1cccc(F)c1	nt	2.7%	nt	nt	-1%
CCCN(CCC)C1CC(=O)N(Cc2ccccc2)C1=O (configuration not stated)	2%	2.2%	?	4%	-6%
COC(=O)c1cc(NC(=O)C2C3C=CC(C3)C2C(=O)O)cc(C(=O)OC)c1 (configuration not stated)	5%	3.4%	-5%	-5%	4%
CN(CC(=O)Nc1ccc(Cl)cc1)C(=O)COc1ncnc2ccccc12	-7%	1.4%	-13%	nt	-11%
O=C(CSc1nc2ccccc2c(=O)[nH]1)Nc1ccccc1N1CCOCC1	-10%	2.1%	-1%	3%	-7%
CCN1C(=O)[C@@H]2[C@H](C1=O)[C@@H]1C(=O)Nc3ccccc3C(=O)N1[C@@H]2c1cccc(C)c1	1%	0.7%	6%	-6%	-11%
Cc1[nH]c2ccccc2c1C(O)CN1CCN(c2cccc(C(F)(F)F)c2)CC1 (configuration not stated)	70%	9.1%	49%	-10%	11%
CSCCC(NC(=O)c1ccccc1Cl)C(=O)NNC(=O)c1ccccc1O (configuration not stated)	-1%	0.1%	-13%	-6%	2%
CNC(=O)c1cccc(N2CCCC2=O)c1	3%	1.3%	-8%	-7%	-2%
Cc1onc(-c2ccccc2)c1C(=O)NCc1ccccn1	-7%	1.2%	5%	3%	0%
CCC(=O)N1CCN(c2cc(NCC3CCCO3)c(F)cc2[N+](=O)[O-])CC1 (configuration not stated)	-1%	0.4%	1%	8%	8%
CC/C(=N/NC(=O)c1ccc2c(c1)OCO2)c1ccccc1O	65%	?	?	10%	0%
Cn1c(=O)c2c(ncn2CC(=O)NCc2cccnc2)n(C)c1=O	0%	1.8%	6%	-2%	4%	VEEV TC-83 Vero 10K pilot screen=1.7

New compounds follow
SMILES	H37Rv inhibition	VEEV TC-83 Vero	M. tuberculosis	PhoP GFP inhibition	influenza NS1A	others
COc1ccc(CCNS(=O)(=O)c2ccccc2)cc1OC	-7%	1.2%	-12%	3%	5%
CC(=O)c1cccc(NC(=O)N2CCCC2C(=O)NCCc2ccccc2)c1 (configuration not stated)	-10%	0.1%	-5%	1%	0%
N#CC(=C=[N-])c1nc2ccccc2nc1-[n+]1cccc(NC(=O)c2ccc(F)cc2)c1	-5%	nt	-8%	8%	nt
CCCCCCOC(=O)NCC(O)c1ccccc1 (configuration not stated)	6%	1.5%	67%	-6%	-5%
CCOc1ccc(S(=O)(=O)Nc2ccc(Cl)cn2)c(C)c1C	-1%	i	4%	-3%	-4%
CCOC(=O)c1c(C)n(Cc2ccccc2)c2ccc(OCC(O)CN3C(=O)CNC3=O)cc12 (configuration not stated)	37%	4.5%	14%	-11%	0%
Cc1cc(C)cc(NC(=S)NC(=O)C2CC2)c1	11%	3.5%	71%	-3%	-5%
O=C(NCCCN1CCCC1=O)c1cn(-c2ccccc2)nc1-c1ccccc1	3%	1.5%	-2%	2%	-1%
CC(=O)c1cccc(OCc2cc(C(=O)NC(C)Cc3cccnc3)no2)c1 (configuration not stated)	1%	1.9%	7%	-1%	20%
CCOC(=O)C(C(=O)NCC1CCCO1)C1CCCCC1 (configuration not stated)	-3%	0.5%	1%	-9%	-1%
COc1ccccc1NC(=O)c1ccc(COc2ccccc2OC)o1	-7%	11%	3%	-4%	4%
Cc1cccc(CC2S/C(=N/c3cccc(C)n3)NC2=O)c1 (configuration not stated)	9%	i	18%	-18%	5%
COc1ccc(N2CCN(C(=O)c3cc(S(=O)(=O)N4CCCCCC4)ccc3OC)CC2)cc1	nt	6.7%	nt	nt	1%
O=[N+]([O-])c1cccc(S(=O)(=O)NCC2CCCO2)c1 (configuration not stated)	-4%	i	22%	-9%	-14%
COCCOC1CCN(C(=O)C2CCC(=O)N(CCc3cccc(F)c3)C2)CC1 (configuration not stated)	1%	i	-9%	12%	-1%
O=C(COC(=O)Cc1ccc(Cl)cc1Cl)NCCC1=CCCCC1	7%	i	61%	-4%	-4%
O=C1CN(C(=O)COc2ccccc2)CCN1	-8%	0.1%	nt	-2%	32%
O=C(Nc1cccc(C(F)(F)F)c1)C(Sc1cccc[n+]1[O-])c1ccccc1 (configuration not stated)	0%	i	4%	6%	30%
O=C(CSc1nnc(COc2ccc(Cl)cc2)o1)Nc1ccc(N2CCOCC2)cc1	nt	2.1%	nt	nt	4%
COc1ccc(NC(=O)COC(=O)Cc2cccs2)cc1OC	-5%	3.0%	1%	-2%	-14%
C=CCN(CC=C)C(=O)CCc1nnc(CCc2c[nH]c3ccccc23)o1	-9%	0.3%	-3%	1%	-3%
O=C1Nc2ccccc2C1Cc1ccccc1 (configuration not stated)	4%	i	25%	-3%	0%
COc1ccc(CS(=O)c2nc(C)cc(C)c2S(C)(=O)=O)cc1 (configuration not stated)	-7%	0.8%	-9%	9%	4%
CCN(C[C@H]1N[C@@](Cc2ccccc2)(C(=O)OC)[C@H]2C(=O)N(C)C(=O)[C@@H]12)C(=O)Nc1ccc(F)cc1	4%	0.5%	-1%	nt	-10%
CC(C)Nc1ncnc2c1cnn2-c1ccccc1	-9%	10%	nt	2%	-6%
